Screens: PubChem BioAssay, several laboratories
TWEAK-Fn14 inh: inhibitors of TWEAK-Fn14 signaling, primary screen, luciferase reporter cells, uHTS; hit rate 2% among 360,000; AID 1159606, 2016; TWEAK-stimulated Fn14 reporter cells, luciferase luminescence, 8 h; inhibition, % at 10 µM; in the data active means inhibition above about 50%
Shn3 3UTR inh: reduction of Shn3 3'UTR firefly luciferase signal, primary screen, Schnurri-3 inhibitor project, cell-based, Clone20 osteoblasts, set 2 | inhibition, % at 12.5 µM | Clone20 osteoblast Shn3 3'UTR firefly luciferase, 24 h | hit rate 0.52% among 360,000;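 active means mean inhibition of at least 75% with every replicate also reaching 75%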;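 further: 0% = median of neutral control wells and 100% = pilot-screen positive control compound; some compounds past the cut are filed as inactive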
KKLEB cytotox: cytotoxicity in KKLEB CF airway cells, primary screen, cytotoxicity control for CF NF-kB inhibitor project, cell-based, uHTS, fluorescence assay plates. hit rate 0.36% among 360,000. KKLEB CF airway cells viability, ATPlite luminescence, overnight; active compounds read low; cells stimulated with P. aeruginosa culture filtrate. activity change (cytotoxicity), % at 5 µM;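 active means corrected activity change at or below -50% at 5 µM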
Peg3 promoter: Peg3 promoter-driven luciferase inhibitors, primary screen, cell-based, HeLa, luciferase luminescence. HeLa PEG-Prom luciferase reporter, overnight. inhibition, % at 20 µM. hit rate 1.7% among 360,000. AID 588405, 2011;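 active means inhibition of at least 50% at 20 µM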
TRPM1 prom inh: inhibitors of MITF-dependent TRPM1 promoter reporter, primary screen, cell-based, SK-MEL-5, single point, luciferase. hit rate 0.83% among 330,000. inhibition, % at 12.5 µM. AID 488899, 2010. SK-MEL-5 TRPM1 promoter luciferase, 24 h;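 active means mean inhibition across replicates of 60% or more, whatever share of single replicates reaches that level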; further: values of inactives mirror those of a sister screen read the other way
HIF-2a inh: HIF-2a reporter inhibitors, primary screen, luminescence, 786-0 RCC cells; 786-0 RCC cells HIF-2a reporter, luciferase luminescence, overnight; inhibition, % at 18.8 µM; hit rate 0.72% among 360,000; AID 624352, 2012;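 active means inhibition of the luminescence signal of 40% or more relative to plate controls, in a single-dose primary screen at 18.75 µM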
NR2E3 ag-1: inhibitors of NR2E3-RetCOR corepressor binding, primary screen, NR2E3 agonist project, biochemical, TR-FRET, GST-NR2E3, biotin-RetCOR; Photoreceptor-specific nuclear receptor (Homo sapiens), Q9Y5X4; 1536-well; inhibition of corepressor binding, % at 4.78 µM; hit rate 0.12% among 320,000; AID 2300, 2010;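 active means percent inhibition above the cutoff of mean plus 3 SD of all tested compounds, set per screening campaign, cut at about 20% in these data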;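 further: 0% = DMSO wells and 100% = biotin wells as full block of FRET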
Target sequence (Q9Y5X4 whole entry, looked up): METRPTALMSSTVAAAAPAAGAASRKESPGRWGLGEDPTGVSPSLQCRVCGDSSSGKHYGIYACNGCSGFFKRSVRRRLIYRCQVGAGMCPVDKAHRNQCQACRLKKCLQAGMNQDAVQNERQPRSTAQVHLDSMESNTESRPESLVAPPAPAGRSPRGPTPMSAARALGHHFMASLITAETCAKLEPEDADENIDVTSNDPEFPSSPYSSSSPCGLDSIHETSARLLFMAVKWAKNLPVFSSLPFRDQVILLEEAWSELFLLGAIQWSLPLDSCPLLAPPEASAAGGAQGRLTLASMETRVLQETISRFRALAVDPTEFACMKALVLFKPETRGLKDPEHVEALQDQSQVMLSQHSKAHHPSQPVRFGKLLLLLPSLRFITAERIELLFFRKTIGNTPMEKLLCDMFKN
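system = GST-tagged NR2E3 plus biotinylated RetCOR corepressor | input = 1.35 nM GST-NR2E3 | also added = 7 nM biotin-RetCOR | schedule = 5 h incubation at 4 °C | measured by = TR-FRET with europium anti-GST and streptavidin-D2, 340 nm excitation | read-out = percent loss of FRET ratio relative to control wells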
CF NFkB inh: inhibitors of PAF-induced NF-kB signaling, primary screen, cell-based, GFP fluorescence, uHTS. inhibition, % at 5 µM. KKLEB NF-kB-GFP reporter, GFP fluorescence overnight. hit rate 0.86% among 360,000;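 active means at least 50% inhibition at 5 µM, scaled per plate between neutral and stimulator controls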;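 further: PAF is a Pseudomonas aeruginosa culture filtrate used as stimulus; plate controls were PAF-stimulated DMSO wells for no effect and unstimulated DMSO wells for full effect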
NR2E3 ag-2: NR2E3 agonists in two-hybrid cells, primary screen, cell-based, luminescence, CHO-S, Gal4-NCOR/VP16-NR2E3 | Photoreceptor-specific nuclear receptor (Homo sapiens), Q9Y5X4 | luciferase | inhibition of corepressor binding, % at 3.98 µM | hit rate 0.35% among 360,000 | AID 602229, 2012;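 active means inhibition above the mean of all tested compounds plus 3 SD, cut at about 70% in these data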;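 further: 0% = DMSO with NR2E3 transfected cells and 100% = cells lacking NR2E3 construct; higher means lower luciferase signal from less NR2E3 corepressor binding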
aDG glyco act: activators of alpha-DG glycosylation, primary screen, uHTS, Pro5-aDG cells, AlphaScreen. alpha-DG glycosylation AlphaScreen (IIH6); 0% Pro5, 100% B10-LARGE cell signal. activation, % at 10 µM. AID 624168, 2012. hit rate 0.22% among 360,000;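 active means activation of at least 8% versus controls, or a plate z-score of at least 8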;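 further: Pro5 are CHO cells carrying HIG-tagged alpha-DG that lacks glycosylation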
hiPSC survival: enhancers of single-cell hiPSC survival, primary screen, ATPlite luminescence. 100% = ROCK inhibitor wells, 0% = DMSO. survival enhancement, % at 20 µM. hit rate 0.044% among 360,000. AID 602274, 2012; in the data active means survival enhancement above about 18%;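 further: cells exposed to compounds for 16 hours before the ATP read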
* marks the source's active call; other numbers are inactive results; · = not tested or not shown.

SMILES | TWEAK-Fn14 inh | Shn3 3UTR inh | KKLEB cytotox | Peg3 promoter | TRPM1 prom inh | HIF-2a inh | NR2E3 ag-1 | CF NFkB inh | NR2E3 ag-2 | aDG glyco act | hiPSC survival
Cc1c(NC(=O)COC(=O)C(c2ccc(Cl)cc2)C(C)C)c(=O)n(-c2ccccc2)n1C (stereo not drawn) | 12 | 40 | 4 | 19 | 8 | 9 | 1 | -18 | -7 | 0.0 | -3.0
O=C(NC(=S)NCc1cccnc1)c1ccccc1F | -5 | -3 | 12 | 10 | -5 | -3 | 3 | 0 | -16 | -0.1 | -0.6
Nc1ccc(S(=O)(=O)NNC(=O)C(=O)NNc2ccccn2)cc1 | -13 | 5 | 0 | 19 | -2 | 11 | 1 | -1 | -19 | 0.0 | 6.9
CC(NC(=O)C1CCC(C(C)(C)C)CC1)C(c1ccccc1)N1CCOCC1 (stereo not drawn) | -3 | 13 | -15 | 15 | -4 | 16 | -3 | -1 | -4 | 0.1 | 0.1
CCOC(=O)c1c(-c2ccccc2)cn2c(C)cc(C)nc12 | -43 | -77 | 17 | -283 | -64 | -240 | 2 | 1 | -92 | -0.2 | -0.1
O=C(OC(C(=O)NCc1ccccc1)c1ccccc1)c1ccco1 (stereo not drawn) | 11 | -11 | 11 | 10 | -9 | 12 | 1 | -4 | -26 | -0.1 | 0.0
C=CCn1c(SCC(=O)Nc2sccc2C(N)=O)nc2sc(C)c(C)c2c1=O | 49 | 56 | 7 | 47 | 5 | -2 | 7 | -7 | -2 | 0.1 | 4.5
COc1ccc(OCc2n[nH]c(=S)n2-c2ccc(C)cc2)cc1 | -3 | -5 | -2 | 4 | 8 | 21 | 1 | -3 | 1 | 0.6 | 4.9
CCOc1nc(SCCOc2ccc(Cl)cc2Cl)nc(N(C)C)n1 | 9 | -3 | -9 | 23 | 6 | -4 | -1 | 12 | -13 | 0.4 | -0.9
CCC(C)(C)n1nnnc1C(C(C)C)N1CCN(C(=O)c2ccco2)CC1 (stereo not drawn) | 10 | 10 | -3 | 6 | -4 | 3 | -1 | 12 | -13 | 0.0 | -0.6
O=C(O)C1CCCCC1C(=O)NCCCN1CCCC1=O (stereo not drawn) | 6 | -1 | 3 | 8 | 5 | 16 | 3 | -4 | 0 | 0.0 | -0.1
O=C1C2C(c3cccc(/C=C/c4ccccc4)c3)CC=CC2C(c2ccc(C(F)(F)F)cc2)N1Cc1ccccc1 (stereo not drawn) | -44 | -7 | -18 | -51 | -22 | -39 | -2 | 42 | -84 | -0.4 | 5.2
Cc1nc2ccc(NC(=O)c3ccc([N+](=O)[O-])cc3)cc2s1 | -22 | 12 | 15 | -73 | -34 | -70 | 3 | -10 | -18 | 0.1 | 0.5
COc1ccc(NC2CCCN(C(=O)c3ccc(C)nc3)C2)cc1 (stereo not drawn) | 3 | 7 | 17 | -1 | -5 | 2 | -2 | -4 | -7 | 0.1 | 0.1
COc1ccccc1C(=O)Nc1cc2cc(Br)ccc2oc1=O | -18 | -17 | -2 | -8 | 0 | -23 | 1 | -24 | -17 | -0.4 | -1.0
CSc1nnc(C2CCN(CC(=O)Nc3ccccc3N3CCOCC3)CC2)n1C(C)C | 7 | -4 | -9 | 21 | · | 5 | -2 | 28 | -20 | 0.3 | -0.6
COCCN1CCN(C(=O)c2ccc3oc(CCCc4ccccc4)nc3c2)CC1 | -11 | -62 | -5 | -83 | -45 | -139 | 1 | -20 | -13 | -0.1 | -0.4
O=C(c1cccc(F)c1)N1CCN(C(=O)C2CC2)CC1 | 2 | 13 | -1 | 6 | -1 | 10 | 0 | -6 | 14 | 0.0 | 0.1
Cc1ccc(NC(=O)C2C3C=CC4(O3)C2C(=O)N(CCCN2CCCCC2)C4C(=O)NC2CCCCC2)cc1C (stereo not drawn) | 9 | 2 | 7 | -6 | -2 | 1 | 1 | 4 | -24 | 0.1 | 0.0
C=CCOC(=O)C1=C[C@H](c2coc3ccccc3c2=O)C[C@H](OCCCCO)O1 | 12 | -13 | -5 | -9 | 6 | 14 | 4 | 23 | -16 | -0.1 | 0.8
Cc1ccc(-c2nnc(COC(=O)c3ccco3)o2)cc1 | -24 | -4 | 17 | 0 | 3 | -24 | 0 | -2 | -16 | -0.1 | -0.4
COc1ccc(Cl)cc1-c1nc(-c2ccc(Br)o2)no1 | -26 | -33 | -25 | -29 | · | 0 | 1 | 36 | -25 | 0.1 | -1.5
COc1c2c(cc3oc(CO[C@@H]4O[C@H](CO)[C@@H](O)[C@H](O)[C@H]4O)cc(=O)c13)O[C@H](C(C)(C)O)C2 | 15 | -14 | -4 | 5 | 6 | 8 | · | 13 | -5 | -0.2 | 4.4
CC(=C/c1ccc(C(C)C)cc1)/C=N/NC(=O)c1ccncc1 | 18 | -60 | -7 | -92 | -34 | -97 | 1 | -15 | -70 | 0.1 | -1.7
CCCCn1c(CN2CCN(C(=O)OCC)CC2)nc2c1c(=O)n(C)c(=O)n2C | -12 | 62 | -1 | 8 | 8 | 12 | -1 | 2 | -14 | 0.3 | -1.3
Cc1ccc(S(=O)(=O)N2CCC(=O)N(C(COCc3ccc(Cl)cc3)Cc3ccccc3)CC2)cc1 (stereo not drawn) | 3 | 21 | -15 | 24 | 8 | 23 | 0 | 9 | -26 | 0.5 | -0.2
O=C(CC1C(=O)NCCN1Cc1cccc(Oc2ccccc2)c1)NCCc1ccncc1 (stereo not drawn) | 2 | · | 0 | 21 | 8 | 3 | 7 | -2 | -11 | -0.1 | -0.5
O=C(c1ccco1)N1CCCN(Cc2nc(-c3cccs3)no2)CC1 | -14 | -38 | -1 | 10 | -3 | 4 | -3 | 1 | -8 | 0.1 | -0.5
CCOc1ccc(Br)cc1/C=N/O | 4 | 14 | -12 | 5 | 5 | 9 | -3 | 12 | -36 | 0.0 | -0.5
CC(=O)NC(c1ccc(F)c(F)c1)c1nc(-c2ccc3c(c2)OCO3)cs1 (stereo not drawn) | -22 | 3 | 7 | -9 | · | -35 | · | -29 | 15 | -0.2 | -1.1

Complete entries from above. Order of screens: TWEAK-Fn14 inh, Shn3 3UTR inh, KKLEB cytotox, Peg3 promoter, TRPM1 prom inh, HIF-2a inh, NR2E3 ag-1, CF NFkB inh, NR2E3 ag-2, aDG glyco act, hiPSC survival
`CSc1nnc(C2CCN(CC(=O)Nc3ccccc3N3CCOCC3)CC2)n1C(C)C` across the screens: 7, -4, -9, 21, ·, 5, -2, 28, -20, 0.3, -0.6
`Cc1ccc(NC(=O)C2C3C=CC4(O3)C2C(=O)N(CCCN2CCCCC2)C4C(=O)NC2CCCCC2)cc1C` (stereo not drawn) across the screens: 9, 2, 7, -6, -2, 1, 1, 4, -24, 0.1, 0.0
`CC(=C/c1ccc(C(C)C)cc1)/C=N/NC(=O)c1ccncc1` across the screens: 18, -60, -7, -92, -34, -97, 1, -15, -70, 0.1, -1.7

Continued.
SMILES | TWEAK-Fn14 inh | Shn3 3UTR inh | KKLEB cytotox | Peg3 promoter | TRPM1 prom inh | HIF-2a inh | NR2E3 ag-1 | CF NFkB inh | NR2E3 ag-2 | aDG glyco act | hiPSC survival
COc1ccccc1OC(C)C(=O)Nc1nc(-c2ccc(S(=O)(=O)N3CCOCC3)cc2)cs1 (stereo not drawn) | 40 | 34 | 10 | 25 | 11 | 17 | 0 | 4 | 11 | 0.0 | -1.2
Cc1cnc(C(=O)OCC(=O)NC(=O)NC(C)C)cn1 | -38 | 4 | -3 | 15 | -8 | 8 | 5 | 3 | 10 | 0.0 | 3.9
CCC(CC)c1nnc(NC(=O)CCc2ccccc2OC)s1 | -9 | -7 | -4 | 8 | 2 | 11 | 2 | 3 | -29 | 0.0 | 0.0
S=c1[nH]nc(-c2ccc3ccccc3n2)n1Cc1ccccc1 | 9 | 0 | -17 | 22 | 5 | 13 | 3 | 17 | 23 | -0.1 | 0.4
Cc1cc(CCN2CCC(=O)NC2=S)ccc1OC(C)C | -38 | -3 | -2 | -84 | -8 | -66 | 3 | 6 | -5 | 3.1 | -0.2
O=c1c2c(-c3ccccc3)csc2nc2n1CCC2 | 2 | 1 | 7 | 12 | 0 | 19 | 6 | -7 | 28 | 0.0 | 1.4
COc1cccc(C2NC(CCSC)(C(=O)O)C3C(=O)N(C(C)C)C(=O)C23)c1O (stereo not drawn) | -2 | -13 | -14 | -3 | 5 | 7 | -3 | 7 | 1 | -0.1 | 5.8
CCOC(=O)c1ccc(CNC(=O)Cn2nnc(-c3cccc(C)c3)n2)o1 | 2 | 2 | 2 | 18 | 0 | 7 | 0 | 5 | 3 | -0.1 | 0.1
O=C(CSc1nnc2ccccn12)NNC(=O)c1cccc([N+](=O)[O-])c1 | 8 | -8 | 2 | 13 | 7 | -12 | -1 | -10 | 12 | 0.2 | -0.2
O=c1[nH]nc(-c2ccc(F)cc2)cc1Cc1ccccc1 | 21 | -25 | -9 | 11 | 0 | 16 | -1 | 2 | 31 | 1.1 | -0.7
COCCn1c(SCC(=O)N2CCCCCC2)nc2c([nH]c3ccccc32)c1=O | 20 | 11 | 9 | 24 | 25 | 6 | -3 | 3 | 4 | -0.2 | 0.3
COc1ccc(/C=N/n2cnnc2SCc2ccc(OC)cc2)cc1 | -9 | 1 | -15 | -8 | -7 | 5 | -1 | -19 | -7 | -0.1 | 0.2
COc1ccc(-c2oc(=O)c3cc(OC)c(OC)cc3c2C#CCCCO)cc1 | -56 | 15 | 3 | 6 | -10 | -4 | · | -90 | 14 | -0.1 | -1.7
Cc1ccc(SCC(=O)OCC(=O)N(CCC#N)c2ccccc2)cc1 | 3 | 8 | 12 | 3 | 3 | -11 | 2 | 8 | -5 | 0.2 | -0.4
Cc1ccc2c(C)c(C(=O)NCC(C)(C)N3CCOCC3)oc2c1C | -16 | -10 | -10 | 17 | -8 | 7 | 2 | 3 | -1 | 0.0 | 2.1
CCOc1cccc(C(=O)Nc2cccnc2)c1 | -13 | -6 | -4 | -24 | -12 | -42 | 1 | 2 | 9 | -0.2 | 0.3
CCc1cccc(CC)c1N1C(=O)CC(Sc2ccccc2N)C1=O (stereo not drawn) | 25 | 10 | 7 | 24 | · | -12 | · | -6 | -14 | 0.1 | -0.1
CC(SCc1ccccc1)C(=O)Nc1ccccc1 (stereo not drawn) | -3 | 14 | 6 | -6 | -4 | -16 | 0 | 8 | -9 | -0.1 | -0.1
COc1ccc(C(=O)N2CCN(CCNC(=O)C(=O)Nc3ccc(F)cc3)CC2)cc1 | 3 | 0 | 1 | -14 | -4 | -9 | 7 | 13 | 18 | 0.0 | -0.4
